EPAC2 agonist: EPAC2 (human) agonism; Q8WZA2; EPAC2 activation, biochemical qHTS; response scale: 100% = 6.5 mM cAMP response; Potency, µM (titrated, usually from 154 µM), for inactives: at the top dose activation, usual class: activators; hit rate 0.079% among 360,000; AID 720711; further: potency means the concentration at half of the fitted maximal effect; nearly all actives have a fitted effect of over 50% in size
Target sequence (Q8WZA2 whole entry, looked up): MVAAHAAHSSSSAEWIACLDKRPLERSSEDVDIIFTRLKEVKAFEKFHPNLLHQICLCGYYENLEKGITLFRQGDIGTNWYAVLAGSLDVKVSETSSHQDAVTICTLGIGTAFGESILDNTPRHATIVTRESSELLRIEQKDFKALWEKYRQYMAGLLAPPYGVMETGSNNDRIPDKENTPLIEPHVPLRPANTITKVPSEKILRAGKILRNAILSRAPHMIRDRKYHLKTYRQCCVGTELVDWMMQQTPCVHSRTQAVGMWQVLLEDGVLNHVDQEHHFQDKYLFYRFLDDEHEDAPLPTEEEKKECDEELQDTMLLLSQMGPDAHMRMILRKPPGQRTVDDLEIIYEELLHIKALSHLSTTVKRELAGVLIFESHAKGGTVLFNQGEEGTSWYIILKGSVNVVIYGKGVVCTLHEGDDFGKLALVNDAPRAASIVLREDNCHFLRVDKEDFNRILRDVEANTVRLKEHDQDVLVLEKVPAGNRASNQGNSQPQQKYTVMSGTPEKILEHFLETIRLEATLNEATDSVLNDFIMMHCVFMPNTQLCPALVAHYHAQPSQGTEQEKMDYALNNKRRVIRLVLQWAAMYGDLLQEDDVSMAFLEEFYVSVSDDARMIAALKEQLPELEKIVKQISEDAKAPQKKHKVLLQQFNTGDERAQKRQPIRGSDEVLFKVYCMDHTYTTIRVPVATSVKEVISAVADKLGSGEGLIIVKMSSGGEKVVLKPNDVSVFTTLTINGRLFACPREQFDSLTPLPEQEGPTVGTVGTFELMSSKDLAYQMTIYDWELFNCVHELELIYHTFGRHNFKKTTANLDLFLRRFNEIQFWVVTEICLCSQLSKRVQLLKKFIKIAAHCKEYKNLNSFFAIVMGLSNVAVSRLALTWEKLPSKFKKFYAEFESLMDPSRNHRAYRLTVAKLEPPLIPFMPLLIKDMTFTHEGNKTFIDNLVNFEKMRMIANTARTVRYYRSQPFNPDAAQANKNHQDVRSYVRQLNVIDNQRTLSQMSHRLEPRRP
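Exchange assay: 100 nM EPAC2 with 250 nM Rap1B-BODIPY-GDP and 50 uM GDP. Fluorescence (ex 480/em 540 nm) read every 5 min for 30 min at room temperature. Data normalized to 6.5 mM cAMP as agonist control.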
Abeta rescue: restores growth of yeast expressing A-beta42 peptide; yeast expressing A-beta42, growth rescue, OD600, 48 h; response scale: 0% DMSO, 100% iron-clioquinol control; Potency, µM (highest dose often 46.1 µM), for inactives: at the highest dose growth rescue, hits mostly activators; hit rate 0.063% among 410,000; AID 1347071; further: potency means the concentration at half of the fitted maximal effect; nearly all actives have a fitted effect of over 55% in size
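Yeast A-beta toxicity model in growth medium with pinned compounds, 48 h at 30 C; growth read as absorbance at 600 nm. Normalized to FeCl3/clioquinol equimolar mix (positive) and DMSO (negative).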
D3 antag: antagonists of human D3 dopamine receptor; D3R cells, DiscoveRx beta-arrestin luminescence, antagonist mode; hits give low values; max response, negative = inhibition, %; hit rate 2.5% among 360,000; P35462; in the data active means max response below about -50%; inconclusive means no clear call, values can overlap the other calls; further: on the % scale 0 is the no-effect control and ±100 the full control effect; mostly tested at two doses, the higher about 12 µM
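Cells plated overnight at 1500 cells/well, then exposed to library compounds with dopamine controls for 90 minutes at 37 degrees C. DiscoveRx reagent added for 30–60 minutes at room temperature; luminescence read, quantitative HTS format.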
FUS yeast rescue: FUS proteinopathy suppression in yeast; S. cerevisiae FUS-expressing, growth rescue, OD600, 24 h; Potency, µM (series often up to 76.6 µM), for inactives: at the top dose growth rescue (activation), most hits filed as activators; hit rate 0.24% among 390,000; AID 1347120;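 further: potency means the concentration at half of the fitted maximal effect; plate controls were DMSO vehicle for no effect and reference control for full effect; nearly all actives have a fitted effect of over 55% in size; some results filed as inactive show a strong effect at the top dose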
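Toxicity suppression screen in FUS-yeast. Cells induced with 2% galactose, starting OD 0.005, treated 24hr at 30C with compounds at multiple final concentrations; growth by OD600.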
aSyn yeast inh: inhibitors of alpha-synuclein toxicity in yeast. Yeast expressing alpha-synuclein, growth rescue, BacTiter-Glo, 24 h. Potency, µM (doses to about 46.1 µM), inactives show at the top dose growth rescue (activation), usual class: activators. hit rate 0.14% among 370,000; further: potency means the concentration at half of the fitted maximal effect; % of control where 0% means no effect; nearly all actives have a fitted effect of over 65% in size
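Rescue of yeast growth: cells expressing toxic alpha-synuclein, induced in galactose at OD600 0.02, incubated with compound 24 h at 30 C. ATP luminescence quantified growth; inhibitors of toxicity appear as activators.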
EPAC2 antag: antagonists of human EPAC2 | AID 720708 | Potency, µM (titrated, usually from 114 µM), without a hit: top-dose activity, negative = inhibition, actives largely listed as inhibitors | Q8WZA2 | EPAC2 GEF exchange of Rap1B-BODIPY-GDP, fluorescence | hit rate 0.18% among 360,000; further: potency means the concentration at half of the fitted maximal effect; on the % scale 0 is the no-effect control and ±100 the full control effect; nearly all actives have a fitted effect of over 45% in size; many of its hits are not listed in these tables
TDP43 rescue: TDP-43 toxicity inhibition in yeast; TDP-43 expressing yeast growth rescue, BacTiter-Glo, 24 h; Potency, µM (titrated, usually from 46.1 µM), for the others: at the top dose growth rescue (activation), most hits filed as activators; hit rate 1.8% among 410,000; AID 652104; further: potency means the concentration at half of the fitted maximal effect; % of control where 0% means no effect; nearly all actives have a fitted effect of over 50% in size
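Yeast expressing TDP-43 (pregrown in raffinose, seeded at OD600=0.02 in galactose medium) exposed to compounds 24 hr at 30 deg C. Growth read by BacTiter-Glo luminescence; rescue of toxicity appears as increased signal.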
D3 ag: agonists of human D3 dopamine receptor. D3R DiscoveRx beta-arrestin cells, luminescence, 90 min. max activation, %. hit rate 0.58% among 410,000. AID 652048; in the data active means max activation above about 30%; further: 0% is about no effect; mostly tested at two doses, the higher about 12 µM
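Cells at 1500/well, incubated overnight, then treated with pinned compounds (dopamine as control) for 90 min at 37 degrees C. DiscoveRx reagent added for 30 - 60 minutes at room temperature; luminescence read.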
Numbers without * were called inactive. Unless noted, the call rests on the fitted dose curve; in most records, active means well fitted curve in the direction sought with a large enough effect; inconclusive means small, poorly fitted or top-dose-only effect, or another doubt; inactive means no such curve, though single readings can be large; an effect the other way counts as inactive or inconclusive.

Screening Clc1ccc(-c2nnc(C3CC3)o2)cc1 returned EPAC2 agonist 5.6%, Abeta rescue -6.9%, D3 antag 7.3, FUS yeast rescue 1.4%, aSyn yeast inh 7.7%, EPAC2 antag -1.7%, TDP43 rescue 6.7% and D3 ag -16.6.
For COc1ccccc1NC(=O)CSc1nc2sc3c(c2c(=O)n1-c1ccccc1)CCN(C)C3 the results were EPAC2 agonist 8.0%, Abeta rescue -17.1%, D3 antag -6.7, FUS yeast rescue 37.2%, aSyn yeast inh 6.6%, EPAC2 antag -7.6%, TDP43 rescue 17.9% and D3 ag -4.8.
`CCOCC(=O)NC1CCc2cc(OC(=O)COCC)c(OC)c(OC)c2-c2ccc(SC)c(=O)cc21` (stereo unspecified) gave EPAC2 agonist -5.3%, Abeta rescue 6.3%, D3 antag 0.2, aSyn yeast inh -0.2%, EPAC2 antag 9.5%, TDP43 rescue 16.9% and D3 ag 9.7.
`O=C(N/N=C/c1cccc(O)c1)c1ccc(NC(=O)C2CCCCC2)cc1` gave EPAC2 agonist -8.0%, Abeta rescue -19.5%, D3 antag 0.6, FUS yeast rescue 2.1%, aSyn yeast inh -1.9%, EPAC2 antag -3.9%, TDP43 rescue -2.6% and D3 ag 2.2.
COc1ccc(C(=O)Nc2ccc(NC(=O)c3ccccc3F)cn2)cc1 was read as EPAC2 agonist 13.8%, Abeta rescue -13.8%, D3 antag -25.2, FUS yeast rescue -12.3%, aSyn yeast inh -5.4%, EPAC2 antag 0.5%, TDP43 rescue -14.6% and D3 ag 1.0.
COc1cccc(CN2CC(C(=O)N(C)CCCC3CCCC3)CCC2=O)c1 (stereo unspecified) was read as EPAC2 agonist -1.0%, Abeta rescue 2.8%, D3 antag -11.9, FUS yeast rescue 32.9%, aSyn yeast inh -0.4%, EPAC2 antag -11.6%, TDP43 rescue 4.4% and D3 ag -1.8.
Screening CC(C)(C)OC(=O)NCc1ccc(NC(=O)c2nc[nH]c2C(=O)NCCNC(=O)c2[nH]cnc2C(=O)Nc2ccc(CNC(=O)OC(C)(C)C)cc2)cc1 returned EPAC2 agonist -10.3%, Abeta rescue 5.1%, D3 antag 75.8, FUS yeast rescue -16.8%, aSyn yeast inh -0.3%, EPAC2 antag 0.6%, TDP43 rescue 0.0% and D3 ag 42.1*.
For O=C(COc1ccc(Cl)cc1)NCc1nnc(SCC(=O)Nc2ccc3c(c2)OCCO3)o1 the results were EPAC2 agonist 7.6%, Abeta rescue -2.7%, D3 antag 13.7, FUS yeast rescue 13.0%, aSyn yeast inh -0.4%, EPAC2 antag -3.4%, TDP43 rescue -4.4% and D3 ag -1.3.
For CCn1c(SCC(=O)N/N=C/C=C\c2ccccc2[N+](=O)[O-])nc2ccccc21 the results were EPAC2 agonist -6.7%, Abeta rescue 19.0%, D3 antag 44.0, FUS yeast rescue 16.8%, aSyn yeast inh -1.2%, EPAC2 antag -0.9%, TDP43 rescue 25.3% and D3 ag -20.8.
`Cc1nn(C)cc1CNCc1ccc(OCC(O)CN(C)Cc2ccccc2)cc1` (stereo unspecified) gave EPAC2 agonist -6.1%, Abeta rescue -4.4%, D3 antag -8.6, FUS yeast rescue -28.4%, aSyn yeast inh -3.4%, EPAC2 antag 7.5%, TDP43 rescue 4.7% and D3 ag -0.7.
For O=C(NCc1ccco1)c1cccc2c(-c3ccc(F)c(F)c3)coc12 the results were EPAC2 agonist 4.0%, Abeta rescue -2.2%, D3 antag 2.7, FUS yeast rescue -1.0%, aSyn yeast inh 1.5%, EPAC2 antag 15.7%, TDP43 rescue 14.1µM* and D3 ag 2.1.
COc1ccccc1C1C2=C(COC2=O)Nc2cc3c(cc21)OCO3 (stereo unspecified) was read as EPAC2 agonist 1.4%, Abeta rescue -3.1%, D3 antag 0.0, FUS yeast rescue 8.5%, EPAC2 antag 12.8%, TDP43 rescue -1.2% and D3 ag 4.3.
For Cc1ccc(CNC(=O)C2CCCN(S(=O)(=O)c3cn(C)cn3)C2)cc1 (stereo unspecified) the results were Abeta rescue 4.5%, FUS yeast rescue -6.5%, TDP43 rescue 18.0% and D3 ag 9.6.
COc1cccc(/C=C(\C)C(=O)c2c(C)cc(C)[nH]c2=O)c1OC was read as EPAC2 agonist 4.5%, Abeta rescue 7.8%, D3 antag 0.6, FUS yeast rescue 4.3%, aSyn yeast inh -0.6%, EPAC2 antag -0.2%, TDP43 rescue 6.3% and D3 ag -0.3.
Screening S=C(NCCN1CCOCC1)N/N=C/c1c2ccccc2cc2ccccc12 returned EPAC2 agonist -2.7%, Abeta rescue 7.2%, D3 antag -12.7, FUS yeast rescue 18.9%, aSyn yeast inh 0.0%, EPAC2 antag -11.4%, TDP43 rescue -5.8% and D3 ag 0.2.
Screening CCCN1C(=O)c2ccccc2NC1c1ccc(C)cc1 (stereo unspecified) returned EPAC2 agonist -0.7%, Abeta rescue -5.5%, D3 antag 5.8, FUS yeast rescue -3.5%, aSyn yeast inh 8.7%, EPAC2 antag inconclusive, TDP43 rescue -6.0% and D3 ag -4.0.
`CSc1nnc2c3ccccc3c3ccccc3c2n1` gave EPAC2 agonist -4.5%, Abeta rescue -8.3%, D3 antag 8.1, FUS yeast rescue -35.6%, aSyn yeast inh 1.5%, EPAC2 antag 7.9%, TDP43 rescue -9.5% and D3 ag 1.8.
Screening Cc1ccccc1Nc1nc(N)nc(COC(=O)c2ccco2)n1 returned EPAC2 agonist -1.9%, Abeta rescue 6.4%, D3 antag 5.3, FUS yeast rescue 24.9%, aSyn yeast inh -2.3%, EPAC2 antag 15.4%, TDP43 rescue -7.3% and D3 ag -1.4.
Screening Nc1ccc(S(=O)(=O)Nc2nccc(/C=C/c3ccc(Br)s3)n2)cc1 returned EPAC2 agonist -0.2%, Abeta rescue -11.1%, D3 antag 0.4, FUS yeast rescue 10.0%, aSyn yeast inh 2.5%, EPAC2 antag -10.4%, TDP43 rescue 3.2% and D3 ag -2.1.
`Cc1cc(C)c2c3c(oc2n1)C(=O)N(c1cccc(Cl)c1)CC(=O)N3` gave EPAC2 agonist -6.4%, Abeta rescue -8.9%, D3 antag -2.7, FUS yeast rescue 8.9%, aSyn yeast inh -10.9%, EPAC2 antag -8.3%, TDP43 rescue -23.8% and D3 ag 7.8.
Screening CN(C)c1ccc(NC(=O)COC(=O)c2ccc3c(c2)OCO3)cc1 returned EPAC2 agonist -3.9%, Abeta rescue -3.1%, D3 antag -3.3, aSyn yeast inh 0.2%, EPAC2 antag -1.6%, TDP43 rescue 18.8% and D3 ag -5.0.
CCn1c(C)c(C(C)=O)c(N2CCN(C(=O)c3ccco3)CC2)nc1=S was read as EPAC2 agonist 6.2%, Abeta rescue 8.3%, D3 antag 12.2, FUS yeast rescue -1.5%, aSyn yeast inh 0.3%, EPAC2 antag 8.4%, TDP43 rescue -21.2% and D3 ag 12.4.
O=S(=O)(c1cccc(F)c1)N1CCN(C(=S)NCc2ccccc2)CC1 was read as EPAC2 agonist -1.7%, Abeta rescue -8.9%, D3 antag 4.4, FUS yeast rescue 4.8%, aSyn yeast inh 5.1%, EPAC2 antag 4.3%, TDP43 rescue 0.5% and D3 ag 0.1.
Screening Cc1ccc(-n2ncc3c2CC(C)(C)CC3NC(=O)CCCN2CCCC2=O)cc1 (stereo unspecified) returned EPAC2 agonist 0.9%, Abeta rescue 2.9%, D3 antag -12.6, FUS yeast rescue 32.0%, aSyn yeast inh -7.0%, EPAC2 antag -2.2%, TDP43 rescue 4.5% and D3 ag -3.9.
COc1ccccc1NC(=O)c1ccc(C)s1 was read as EPAC2 agonist 0.1%, Abeta rescue -1.4%, D3 antag 0.6, aSyn yeast inh -7.7%, EPAC2 antag -0.7%, TDP43 rescue -13.4% and D3 ag 1.4.
Screening COCCNc1nc(NCc2cc(-c3ccc(OC)cc3)no2)c2sccc2n1 returned EPAC2 agonist 15.8%, Abeta rescue -9.9%, D3 antag 19.0, FUS yeast rescue -3.0%, aSyn yeast inh 2.5%, EPAC2 antag 18.7%, TDP43 rescue -1.8% and D3 ag 18.9.
`COCCCNS(=O)(=O)c1cc2c3c(c1)C(C)C(=O)N3CCC2` (stereo unspecified) gave EPAC2 agonist -2.8%, Abeta rescue 0.9%, D3 antag 18.5, FUS yeast rescue 3.3%, aSyn yeast inh 7.6%, EPAC2 antag 3.7%, TDP43 rescue 13.4% and D3 ag 0.3.
`CCC(C)NC(=O)c1ccc2c(c1)N(Cc1ccccc1)C(=O)c1ccccc1S2` (stereo unspecified) gave Abeta rescue -0.8%, FUS yeast rescue 17.2%, TDP43 rescue 13.2% and D3 ag -15.7.
`S=C(NCC1CCCO1)Nc1ccc(Nc2ccccc2)cc1` (stereo unspecified) gave EPAC2 agonist 5.8%, Abeta rescue -3.9%, D3 antag -16.8, FUS yeast rescue 20.9%, aSyn yeast inh -3.8%, EPAC2 antag 7.2%, TDP43 rescue 7.1% and D3 ag -2.4.
O=C(O)C1C2C=CC(C2)C1C(=O)NCc1cccc(Cl)c1 (stereo unspecified) was read as EPAC2 agonist 3.1%, Abeta rescue 11.4%, D3 antag 9.2, FUS yeast rescue -0.6%, aSyn yeast inh 5.5%, EPAC2 antag 3.2%, TDP43 rescue 6.5% and D3 ag 1.6.
For CC(OC(=O)/C=C/c1cccs1)C(=O)Nc1ccc(S(N)(=O)=O)cc1 (stereo unspecified) the results were EPAC2 agonist 12.2%, Abeta rescue 8.0%, D3 antag -22.8, FUS yeast rescue -20.4%, aSyn yeast inh -3.2%, EPAC2 antag -2.8%, TDP43 rescue -3.6% and D3 ag -2.1.
Screening COCCCN1C(=O)C(CC(=O)NC2CC2)CC(C(=O)N(C(C)C)C(C)C)=C1C (stereo unspecified) returned EPAC2 agonist -1.3%, Abeta rescue -2.3%, D3 antag 7.9, FUS yeast rescue 11.1%, aSyn yeast inh -7.8%, EPAC2 antag -8.9%, TDP43 rescue 10.9% and D3 ag 7.6.
Screening COc1ccc(C2=Nn3c(nnc3-c3cccnc3)SC2)cc1OC returned EPAC2 agonist 2.5%, Abeta rescue 9.7%, D3 antag -3.9, FUS yeast rescue 21.4%, aSyn yeast inh -8.1%, EPAC2 antag 16.0%, TDP43 rescue 2.2% and D3 ag 1.6.
Screening CC(=O)c1c(C)[nH]c(C(=O)OCC(=O)Nc2cc(C(F)(F)F)ccc2N2CCOCC2)c1C returned EPAC2 agonist 7.4%, Abeta rescue 12.0%, D3 antag 6.8, FUS yeast rescue 16.2%, aSyn yeast inh 3.9%, EPAC2 antag -4.2%, TDP43 rescue 22.9% and D3 ag 8.0.

Some of the compounds tested, so the mix of outcomes need not match the whole.
